High-throughput results (PubChem)
proCasp3 act – activators of human procaspase-3 | P42574 | recombinant procaspase-3 D3A, Ac-DEVD-pNA absorbance 405 nm | activation, % at 8.5 µM | hit rate 0.11% among 330,000 | AID 463141;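 active means activation above the mean of all tested compounds plus 3 SD, cut at about 21% in these data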;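 further: 0% = DMSO alone and 100% = DMSO wells spiked with extra 5 µM PC-3 D3A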
Target sequence (P42574 whole entry D9A/D28A/D175A): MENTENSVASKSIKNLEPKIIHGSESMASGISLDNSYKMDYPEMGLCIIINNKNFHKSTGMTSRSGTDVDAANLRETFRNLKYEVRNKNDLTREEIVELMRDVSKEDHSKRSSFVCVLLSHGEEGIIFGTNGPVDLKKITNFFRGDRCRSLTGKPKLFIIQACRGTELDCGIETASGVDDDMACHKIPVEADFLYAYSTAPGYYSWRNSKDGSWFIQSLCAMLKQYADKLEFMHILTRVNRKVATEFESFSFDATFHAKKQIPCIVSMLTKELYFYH
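System: Procaspase-3 D3A mutant. Medium: Zinc-free 300 mM NaCl, 50 mM HEPES, 0.01% Triton X-100. Schedule: 1 h preincubation plus 2 h reaction at 25 °C. Measured by: 405 nm absorbance of p-nitroaniline, reads at 0 and 120 min. Read-out: percent activation relative to control range.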
procasp7 counter – activates human procaspase-7, counter-screen for procaspase-3 activators. P55210. recombinant procaspase-7, Ac-DEVD-pNA absorbance 405 nm; D23A/D198A/D206A triple mutant, cannot self-cleave; scale: DMSO 0, 5 µM enzyme 100. activation, % at 8.5 µM. hit rate 0.093% among 330,000;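 active means percent activation above the screen-wide mean plus 3 SD, cut at about 25% in these data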
Target sequence (P55210 whole entry D23A/D198A/D206A): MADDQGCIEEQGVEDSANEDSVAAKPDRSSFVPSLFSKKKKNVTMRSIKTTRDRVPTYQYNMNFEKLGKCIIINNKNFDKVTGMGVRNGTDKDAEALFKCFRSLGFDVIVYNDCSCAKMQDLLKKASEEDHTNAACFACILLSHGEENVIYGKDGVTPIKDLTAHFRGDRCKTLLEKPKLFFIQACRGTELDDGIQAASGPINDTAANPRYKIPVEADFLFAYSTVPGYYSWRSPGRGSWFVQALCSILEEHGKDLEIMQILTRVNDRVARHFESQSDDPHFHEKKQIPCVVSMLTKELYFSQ
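Assay system: Uncleavable procaspase-7 mutant enzyme; Input: 2 µM procaspase-7 mutant as dispensed; Also added: DEVD-pNA substrate; Medium: Zinc-free HEPES pH 7.4 with 300 mM NaCl, 0.01% Triton X-100; Timing: 1 h compound preincubation, 2 h substrate cleavage, 25 °C; Measured by: Epi-absorbance of released pNA at 405 nm, two timepoints.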
JMJD2C inh – human JMJD2C demethylase inhibition | AID 2099 | Q9H3R0 | hit rate 0.069% among 330,000 | inhibition, % at 2.35 µM | GST-JMJD2C(1-420) H3K9me3 demethylation, DELFIA europium;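 active means more than half of a compound's replicate wells show inhibition beyond 50%, single wells judged on their own value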;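 further: signal counts dimethyl H3K9 product captured on neutravidin plate; 0% = median of DMSO wells and 100% = 0.3 times that DMSO median; strong numbers were not always called active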
PP1 inh – blocks human PP1-alpha phosphatase, a PP5 counter-screen. inhibition, % at 6.7 µM. purified PP1alpha, OMFP fluorescence. hit rate 0.9% among 320,000. AID 2235. P62136;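 active means inhibition above the mean inhibition of all tested compounds plus 3 SD, computed separately for each screening campaign, cut at about 15% in these data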
core dimer inh – HCV core protein dimerization inhibition | inhibition, % at 5 µM | TR-FRET GST/Flag-core106 dimerization, 1536-well | AID 1899 | hit rate 0.33% among 300,000;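 active means inhibition above the mean of all tested compounds plus 3 SD, set per screening campaign, cut at about 45% in these data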
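assay system = GST-tagged and Flag-tagged HCV core protein residues 1-106 | controls = unlabelled core106 and no-GST-core106 wells | incubation = compound-protein-antibody incubation 4 h at 22.5 °C | probe or stimulus = Eu donor and XL665 acceptor anti-tag antibodies | read-out = % inhibition based on acceptor/donor emission ratio | signal = TR-FRET 671 and 617 nm emission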
PP5 primary – inhibitors of human protein phosphatase 5 (PP5). P53041. purified PP5c, OMFP substrate fluorescence. inhibition, % at 6.7 µM. hit rate 0.18% among 320,000. AID 1987;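 active means inhibition above the campaign's mean inhibition across all tested compounds plus 3 SD, cut at about 9.5% in these data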;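 further: 0% = DMSO only and 100% = 100 µM cantharidin control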
Target sequence (P53041 whole entry, looked up): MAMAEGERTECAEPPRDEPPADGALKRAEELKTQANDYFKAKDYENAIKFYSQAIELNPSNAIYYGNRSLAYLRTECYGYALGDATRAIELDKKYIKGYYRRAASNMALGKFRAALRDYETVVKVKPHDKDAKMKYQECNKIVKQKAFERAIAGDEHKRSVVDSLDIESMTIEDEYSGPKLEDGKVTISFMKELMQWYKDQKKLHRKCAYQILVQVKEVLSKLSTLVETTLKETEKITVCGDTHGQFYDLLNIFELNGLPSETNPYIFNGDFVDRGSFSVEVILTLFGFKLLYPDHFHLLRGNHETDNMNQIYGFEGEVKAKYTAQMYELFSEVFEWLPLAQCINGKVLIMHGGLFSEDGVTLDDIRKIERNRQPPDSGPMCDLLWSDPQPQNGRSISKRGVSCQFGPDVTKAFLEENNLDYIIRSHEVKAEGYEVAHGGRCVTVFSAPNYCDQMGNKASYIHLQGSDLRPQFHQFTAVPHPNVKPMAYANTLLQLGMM
VLA-4 inh – inhibition in a human VLA-4 binding assay; VLA-4 expressing cells, ligand binding flow cytometry; hit rate 0.2% among 330,000; inhibition, % (about 7 µM as worked out from the volumes in the protocol); in the data active means inhibition above about 50%
Fh CTSL1 inh – counter-screen for PFM18AAP inhibitors: inhibitors of F. hepatica cathepsin L1; recombinant F. hepatica cathepsin L1, Z-Leu-Arg-MCA fluorescence; inhibition, % at 5.96 µM; hit rate 0.49% among 300,000; AID 1906;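 active means inhibition above the mean of all tested compounds plus 3 SD, set per screening campaign, cut at about 17% in these data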;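 further: 0% = plate median of test compound wells and 100% = 1 µM Z-Phe-Ala-diazomethylketone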
GRK2 aptamer HTS – blocks RNA aptamer binding to human GRK2 | P25098 | bead flow cytometry, FAM-aptamer displacement from GRK2 | inhibition of aptamer binding, % at 10 µM | hit rate 0.59% among 330,000 | AID 488847;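 active means inhibition of aptamer binding above 40%, roughly 3 SD of noise, on plates passing a quality check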;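 further: median bead fluorescence of bound FAM aptamer so fluorescent compounds give negative values; no value below 0 was filed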
Active calls of the source: *; / = not tested or not shown; & = joins results of further samples.

The first 6 records, ahead of the listing:
1: O=C(C1CCCC1)N1CCC(CC2CC(c3cccc(Br)c3)=NO2)(C(=O)NCC2CCCCC2)CC1 (stereo not given)
2: CCC(=O)n1nc(-c2cccnc2)nc1NCc1cccs1
3: CCC(=O)N(C)CCc1cc2c(c(OC)c1/C=N/NS(=O)(=O)c1ccc(C)cc1)OCO2
4: COc1ccc(-c2cn3ccccc3n2)cc1[N+](=O)[O-]
5: Cc1ccc(N(C(=O)c2csnn2)C(C(=O)NC2CCCCC2)c2ccco2)cc1 (stereo not given)
6: COC1Cc2ccccc2N(C(=O)N2CCN(CCO)CC2)c2ccccc21 (stereo not given)

assay / entry	1	2	3	4	5	6
proCasp3 act	0	8	10	11	-2	0
procasp7 counter	3	0	-1	-2	-10	0
JMJD2C inh	4	-23	-4	-3	0	-1
PP1 inh	10	1	-3	-5	0	0
core dimer inh	13	-3	-2	6	-7	0
PP5 primary	4.2	-0.2	0.5	-0.1	0.9	0.7
VLA-4 inh	-1	1	0	3	16	13
Fh CTSL1 inh	3	0	-3	1	-1	2
GRK2 aptamer HTS	0	0	4	1	0	1

This part in full, repeating the preview:
1: O=C(C1CCCC1)N1CCC(CC2CC(c3cccc(Br)c3)=NO2)(C(=O)NCC2CCCCC2)CC1 (stereo not given)
2: CCC(=O)n1nc(-c2cccnc2)nc1NCc1cccs1
3: CCC(=O)N(C)CCc1cc2c(c(OC)c1/C=N/NS(=O)(=O)c1ccc(C)cc1)OCO2
4: COc1ccc(-c2cn3ccccc3n2)cc1[N+](=O)[O-]
5: Cc1ccc(N(C(=O)c2csnn2)C(C(=O)NC2CCCCC2)c2ccco2)cc1 (stereo not given)
6: COC1Cc2ccccc2N(C(=O)N2CCN(CCO)CC2)c2ccccc21 (stereo not given)
7: Cc1nn(C)c(C)c1/C=N/N=C1\CCC2C3CCc4cc(O)ccc4C3CCC12C (stereo not given)
8: CCOC(=O)c1c(N)sc(C(=O)Nc2ccccc2F)c1C

assay / entry	1	2	3	4	5	6	7	8
proCasp3 act	0	8	10	11	-2	0	0	6
procasp7 counter	3	0	-1	-2	-10	0	2	6
JMJD2C inh	4	-23	-4	-3	0	-1	22	7
PP1 inh	10	1	-3	-5	0	0	-9	-4
core dimer inh	13	-3	-2	6	-7	0	-6	9
PP5 primary	4.2	-0.2	0.5	-0.1	0.9	0.7	-3.8	0.0
VLA-4 inh	-1	1	0	3	16	13	12	-2
Fh CTSL1 inh	3	0	-3	1	-1	2	5	-1
GRK2 aptamer HTS	0	0	4	1	0	1	5	0

9: C/C(CC(=O)Nc1cc(C)ccn1)=N\NC(=O)c1cccc(F)c1
10: CCOC(=O)N1CCC(NC(=O)C2CCCN(S(=O)(=O)c3ccc4c(c3)oc(=O)n4C)C2)CC1 (stereo not given)
11: CN(c1ccccc1)S(=O)(=O)c1ccc(C(=O)N2CCN(c3ccccc3Cl)CC2)cc1
12: Cc1cc(Nc2ccccc2)nc(-c2ccccc2O)n1
13: CCOC(=O)/C(CCC[N+](C)(CC)CC)=N\O
14: O=C(COC(=O)C1CCC1)Nc1ccc(Oc2ccccc2)cc1
15: CCN(CC)C(=O)c1sc(NC(=O)Cc2cccs2)c(C#N)c1C
16: O=C(N/N=C\c1cccs1)c1ccccc1-n1cccc1

assay / entry	9	10	11	12	13	14	15	16
proCasp3 act	4	4	5	0	-9	0	9	0
procasp7 counter	-3	12	2	-2	-10	6	4	5
JMJD2C inh	7	7	-5	26	-2	5	5	3
PP1 inh	-1	-5	/	3	0	3	-4	0
core dimer inh	-8	-2	/	3	-5	-3	-6	-5
PP5 primary	0.7	-1.6	/	5.3	0.8	0.0	0.8	-0.8
VLA-4 inh	1	18	-1	16	11	11	10	9
Fh CTSL1 inh	0	-4	/	2	2	-8	-2	0
GRK2 aptamer HTS	2	3	2	2	0	0	4	2

17: Cc1cc(C)cc(C(=O)N(CCc2ccccc2)C2CC3CCC(C2)N3C)c1 (stereo not given)
18: Cc1ccc(SCc2cc(=O)n3ccsc3n2)c(C)c1
19: Cc1nc(N2CCOCC2)[nH]c(=O)c1C(O)C(Cl)(Cl)Cl (stereo not given)
20: Cc1ccc(-c2nn(-c3ccc(F)cc3)cc2C(=O)NCC(c2cccs2)N2CCOCC2)cc1 (stereo not given)
21: Cc1ccc2cc(C#N)c(NCCNC(=O)C3CC3)nc2c1C
22: Cc1cccc(Nc2nc(-c3ccccc3)cs2)n1
23: CCCCn1c(SCC(=O)Nc2cc(C)on2)nc2c1c(=O)n(C)c(=O)n2C
24: O=C(CN1CCOCC1)Nc1ccc([N+](=O)[O-])cc1Br

assay / entry	17	18	19	20	21	22	23	24
proCasp3 act	4	-2	-1	5	23*	-3	10	-3
procasp7 counter	2	5	-3	5	21	12	7	-9
JMJD2C inh	-4	-8	-4	-3	8	-5	9	-11
PP1 inh	-2	1	2	-5	-1	-1	-2	4
core dimer inh	6	9	-2	10	3	-3	-4	0
PP5 primary	1.8	0.3	-1.3	0.9	0.6	3.6	0.4	-3.0
VLA-4 inh	27	4	2	3	2	-6	-4	4
Fh CTSL1 inh	-4	-2	-4	0	0	2	1	-6
GRK2 aptamer HTS	0	5	3	1	1	10	5	7

25: O=C(NCCc1ccccc1)C1CCN(C2CCN(Cc3ccco3)CC2)CC1
26: Cc1oc2c(c1C(=O)Nc1cccc(C(=O)O)c1)CCCC2
27: Cc1cccc(C(=O)NCCN(C)C)c1
28: COc1ccc(CNCC(O)(c2ccccc2)c2ccccc2)cc1
29: Cn1cc(SCC(=O)NC2CCCCC2)c2ccccc21
30: O=C(NNC1=NCCC1)c1cccc(Br)c1
31: C[C@@H]1CN([C@@H](C)CO)C(=O)c2cccc(NS(=O)(=O)c3ccc(F)cc3)c2O[C@H]1CN(C)C(=O)NC1CCCCC1
32: CC(C)(C)/C=N/NC(=O)CNC(=O)c1ccc2c(c1)OCCO2

assay / entry	25	26	27	28	29	30	31	32
proCasp3 act	12	2	-2	8	3	12	0	0
procasp7 counter	2	5	3	2	6	-7	-5	9
JMJD2C inh	4	6	5	13	2	20	/	-5
PP1 inh	0	-1	-2	0	1	1	/	1
core dimer inh	-5	-12	3	3	1	-7	/	7
PP5 primary	-2.4	1.8	-0.4	0.3	0.2	1.5	/	0.9
VLA-4 inh	0	35	-6	5	-1	3	14	8
Fh CTSL1 inh	2	-1	0	1	0	-2	/	-1
GRK2 aptamer HTS	0	0	0	0	0	0	1	3

33: COc1ccc(N2CCN(c3nc4ccccn4c(=O)c3/C=C(\C#N)S(=O)(=O)c3ccccc3)CC2)cc1
34: COc1ccccc1NCC(=O)N/N=C/c1c(O)ccc2ccccc12
35: Cc1cc(C)nc(SC2=CS(=O)(=O)c3ccccc32)n1
36: CC12CN(C(=O)c3ccccc3)C3(C#N)CC1CCC23C (stereo not given)
37: Cc1ccc(C(=O)N/C(=C/c2cccs2)C(=O)NCCc2c[nH]c3ccccc23)cc1
38: O=C(O)CC1(CC(=O)NCc2csc(-c3cccs3)n2)CCCCC1
39: CCN(CCCNC(=O)Cn1ncc2c([nH]c3ccccc32)c1=O)Cc1ccccc1
40: Nc1nc(CSc2nnnn2-c2ccccc2)nc(N2CCCc3ccccc32)n1

assay / entry	33	34	35	36	37	38	39	40
proCasp3 act	8	-14	-2	-3	-8	-2	-8	3
procasp7 counter	4	-55	9	7	-4	7	-8	-7
JMJD2C inh	7	5	1	-9	0	-20	-23	2
PP1 inh	3	4	1	0	1	-3	3	7
core dimer inh	23	9	-5	-1	4	-2	2	-1
PP5 primary	1.2	4.5	1.4	0.9	1.5	1.2	2.4	-1.0
VLA-4 inh	-6	-13	14	8	15	8	7	0
Fh CTSL1 inh	-6	-2	-4	-3	2	3	-3	0
GRK2 aptamer HTS	0	0	0	2	3	0	3	1

41: CCCCC(=O)Nc1cccc(-c2nn3c(C)nnc3s2)c1
42: CCOC(=O)Cc1nnc(Nc2ccc(C(=O)NC)cc2)c2ccccc12
43: COc1ccc(NC(=O)c2cc(-c3ccc(OC)c(OC)c3)nc3ccccc23)c(OC)c1
44: Cc1cccc2c(N=NC(=O)c3ccc(NS(=O)(=O)c4cccs4)cc3)c(O)[nH]c12
45: CCc1ccc(CNC(=O)Cn2nc(-c3ccccc3)ccc2=O)cc1
46: CC1CCN(c2c(NCC3CCC(C(=O)N4CCc5ccccc5C4)CC3)c(=O)c2=O)CC1 (stereo not given)
47: O=C(C1CCC1)N1CCc2cc(S(=O)(=O)NCCCN3CCCCC3)ccc21
48: COc1ccc(NC(=O)c2ccc(S(=O)(=O)N3CCCCC3)cc2)cc1OC

assay / entry	41	42	43	44	45	46	47	48
proCasp3 act	-1	-11	-7	-19	3	4	7	2
procasp7 counter	3	11	0	-5	7	11	-4	8
JMJD2C inh	13	5	4	/	4	-2	8	4
PP1 inh	-1	-1	-1	16*	0	1	-1	/
core dimer inh	0	2	11	/	4	-3	-2	/
PP5 primary	0.5	-2.7	0.6	2.5	1.2	0.2	2.6	/
VLA-4 inh	10	-4	-4	-11	3	1	5	6
Fh CTSL1 inh	0	-1	2	/	-4	1	-1	/
GRK2 aptamer HTS	0	1	0	5	3	0	3	2

49: CCS(=O)(=O)NCCCCc1ccccc1
50: CCCc1ccc2oc(C(=O)N3CCN(C4CCS(=O)(=O)C4)CC3)c(C)c2c1 (stereo not given)
51: CC1CN(C(=O)CCC(=O)N2CCCCC2)c2ccccc2O1 (stereo not given)
52: COc1ccc(CC(=O)OCN2C(=O)c3ccccc3C2=O)cc1
53: O=C(NC1CCN(Cc2ccccc2)CC1)c1cccc(S(=O)(=O)Nc2ccc(F)cc2)c1
54: COC(=O)c1c(NC(=O)COc2ccc(Cl)cc2)sc2c1CC(C)(C)NC2(C)C
55: COc1ccc(CN(CC(=O)NCC2CCCO2)C(=O)CNS(=O)(=O)c2ccc(C)cc2)cc1 (stereo not given)
56: CCc1cc2c(-c3ccccc3)cc(=O)oc2cc1OC(=O)c1cccs1
57: CCCCn1c(N)c(N(CC(C)C)C(=O)C2CCCN(C(=O)c3ccc(Cl)cc3)C2)c(=O)[nH]c1=O (stereo not given)

assay / entry	49	50	51	52	53	54	55	56	57
proCasp3 act	0	11	3	6	2	0	0	10	0
procasp7 counter	-3	-2	-3	-15	-6	0	9	2	-3
JMJD2C inh	-2	-8	4	6	-14	-15	-17&-13	-3	39
PP1 inh	-1	-4	-2	1	0	4	-3	-6	-4
core dimer inh	-1	-2	0	10	/	-15	3	19	0
PP5 primary	3.4	-0.9	0.7	0.3	4.1	5.6	-0.6	3.2	-4.6
VLA-4 inh	12	6	39	4	9	-98	-10	11	4
Fh CTSL1 inh	-1	3	2	-6	/	2	0	-1	-2
GRK2 aptamer HTS	0	0	0	4	0	0	0	5	0
